M1 ag parental: counter-screen for M1 agonists: effect in parental CHO-K1 cells; Fluo-8 calcium fluorescence; scaled to maximal ATP response, vehicle zero; activation, % at 3 µM; 0.48% of 360,000 active; AID 602248, 2012; in the data active means activation above about 15%;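 further: untransfected CHO-K1 host cells lacking M1 receptor as counterscreen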
GPR7 antag: GPR7 receptor antagonists, primary screen, cell-based, fluorescence, single concentration; 1.1% of 290,000 active; Neuropeptides B/W receptor type 1 (Homo sapiens), P48145; GPR7-expressing cells, fluorescence antagonist assay; inhibition, % at 4.4 µM; in the data active means inhibition above about 16%, passing the limit was not always enough;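 further: cells stimulated with the agonist NPW; 0% = agonist with vehicle and 100% = vehicle without agonist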
Target sequence (P48145 whole entry, looked up): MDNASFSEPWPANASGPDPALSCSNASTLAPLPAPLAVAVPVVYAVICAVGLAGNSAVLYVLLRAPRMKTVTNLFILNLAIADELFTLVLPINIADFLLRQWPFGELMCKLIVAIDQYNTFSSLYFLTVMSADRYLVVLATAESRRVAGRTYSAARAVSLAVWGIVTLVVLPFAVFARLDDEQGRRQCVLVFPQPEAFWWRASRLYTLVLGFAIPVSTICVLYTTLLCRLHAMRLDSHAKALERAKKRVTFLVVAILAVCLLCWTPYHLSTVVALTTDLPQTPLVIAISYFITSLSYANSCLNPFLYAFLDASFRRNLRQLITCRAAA
V1aR counter: agonists of human V1a receptor, primary screen, counter-screen for OXTR agonist project, fluorescence, CHO-V1R cells; AID 2797, 2010; Vasopressin V1a receptor (Homo sapiens), P37288; activation, % at 3 µM; Fluo-8 calcium fluorescence, agonist mode; 0% DMSO, 100% 3 nM vasopressin; 0.25% of 320,000 active;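 active means activation above the mean activation of all tested compounds plus 3 SD, per screening run, cut at about 20% in these data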;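 further: signal is peak over basal fluorescence ratio across a 100 second FLIPR read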
CHO-K1 Ca antag: nonselective inhibitor or artifact in parental CHO-K1 cells; ATP-induced calcium, Fluo-8 fluorescence; inhibition, % at 3 µM; 0.6% of 360,000 active; AID 602250;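 active means inhibition above a per-plate cutoff, the plate's mean sample inhibition plus 3 SD, cut at about 24% in these data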;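 further: 0% = DMSO plus EC80 ATP and 100% = DMSO alone without ATP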
OXTR potentiator: human OXTR potentiators, primary screen, fluorescence, CHO-OTR cells, Fluo-8 calcium | activation, % at 3 µM | 0.061% of 320,000 active | AID 2445, 2010 | Fluo-8 calcium fluorescence, potentiator mode; 0% = oxytocin EC15, 100% = EC100;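 active means activation above that plate's cutoff, the mean activation of tested compounds plus 3 SD, cut at about 6.6% in these data, passing the limit was not always enough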;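 further: 100% uses oxytocin at 75 nM as the full agonist control; some results filed as inactive read as strong as hits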
Target sequence (P30559 whole entry, looked up): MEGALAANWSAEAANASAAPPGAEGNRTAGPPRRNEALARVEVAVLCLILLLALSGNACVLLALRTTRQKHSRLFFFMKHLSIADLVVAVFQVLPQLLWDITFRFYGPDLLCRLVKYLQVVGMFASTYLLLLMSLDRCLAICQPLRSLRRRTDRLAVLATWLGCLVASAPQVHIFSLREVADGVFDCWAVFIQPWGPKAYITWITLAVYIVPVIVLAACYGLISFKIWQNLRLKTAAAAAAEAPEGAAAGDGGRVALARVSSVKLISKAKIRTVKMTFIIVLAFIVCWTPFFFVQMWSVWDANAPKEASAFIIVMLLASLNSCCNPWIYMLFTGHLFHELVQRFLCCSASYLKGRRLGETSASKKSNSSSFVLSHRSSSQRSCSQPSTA
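Measured by – Fluo-8 calcium dye fluorescence · Test system – human OTR in CHO cells · Dosing – one concentration, 3.0 µM compound · Controls – EC15 oxytocin alone as 0%, 75 nM oxytocin as 100% · Evaluation – normalized max/min fluorescence ratio, % activation · Timing – 6 min pre-incubation, 100 s read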
CHO-K1 Ca PAM: nonselective calcium activators in parental CHO-K1 cells, primary screen, counter-screen for M1 PAM project, cell-based, Fluo-8 calcium fluorescence, full deck, 1536-well; ATP EC20; 0% at ATP EC20, 100% at ATP max; activation, % at 3 µM; 0.02% of 360,000 active;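 active means activation above the run cutoff, the mean activation of all test compounds plus 3 SD, cut at about 40% in these data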;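 further: peak over basal fluorescence ratio in a 140 s read after ATP addition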
CHO parental Ca: ATP-evoked calcium signal inhibitors, parental CHO, primary screen, counter-screen for OX1R antagonist project, cell-based, fluorescence, Fluo-8 calcium dye; parental CHO-K1, ATP-induced calcium, Fluo-8 fluorescence; inhibition, % at 5.6 µM; 0.63% of 330,000 active;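 active means inhibition above that plate's mean sample inhibition plus 3 SD, cut at about 26% in these data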;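 further: 0% = ATP-challenged DMSO wells and 100% = DMSO wells without ATP; some compounds past the cut are filed as inactive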
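Assay system – parental CHO cells · Reagent – ATP stimulus · Detection – intracellular calcium via Fluo-8 no-wash fluorescent dye · Evaluation – percent inhibition of ATP-evoked calcium rise, normalized to controls · Controls – ATP wells versus no-ATP DMSO wells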
TAAR1 antagonist: human TAAR1 antagonists, primary screen, Fluo-8 calcium fluorescence, CHO RD-HGA16 cells. Trace amine-associated receptor 1 (Homo sapiens), Q96RJ0. antagonist. inhibition, % at 3 µM. 1.5% of 360,000 active. AID 624466, 2012;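 active means inhibition above a per-plate cutoff, the mean inhibition of test compounds on that plate plus 3 SD, cut at about 49% in these data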;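 further: 0% = DMSO plus EC80 beta-PEA response and 100% = DMSO alone without agonist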
Target sequence (Q96RJ0 whole entry, looked up): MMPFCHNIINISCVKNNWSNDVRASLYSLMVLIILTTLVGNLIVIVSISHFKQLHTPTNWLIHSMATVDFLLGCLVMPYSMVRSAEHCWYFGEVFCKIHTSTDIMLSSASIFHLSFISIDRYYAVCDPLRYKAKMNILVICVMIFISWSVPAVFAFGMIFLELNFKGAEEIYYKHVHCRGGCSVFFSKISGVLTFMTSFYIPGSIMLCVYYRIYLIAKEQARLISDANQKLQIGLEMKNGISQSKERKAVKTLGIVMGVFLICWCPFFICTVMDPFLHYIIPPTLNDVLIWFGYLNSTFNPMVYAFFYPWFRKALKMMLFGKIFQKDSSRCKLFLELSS
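System: RD-HGA16 CHO cells with stable hTAAR1 and Gα16 | Probe or stimulus: EC80 β-phenethylamine stimulus | Dosing: 3 µM, single point | Times: Dye loading 75 min at 37 °C, then 30 min room temperature | Measured by: Fluo-8 calcium-sensitive fluorescence | Read-out basis: % inhibition of agonist calcium response | Replicates: n of 1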
OXTR ag: human OXTR agonists, primary screen, fluorescence, CHO-OTR cells, Fluo-8 calcium. Oxytocin receptor (Homo sapiens), P30559. Fluo-8 calcium fluorescence; normalized: DMSO 0%, oxytocin 100%. activation, % at 3 µM. 0.32% of 320,000 active. AID 2435, 2010;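 active means activation above the mean of all tested compounds plus 3 SD, cutoff set per screening run, cut at about 20% in these data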;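 further: peak over basal fluorescence ratio from a 100 s FLIPR kinetic read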
An asterisk follows results filed as active; · = not tested or not shown; & = joins results of further samples.

SMILES	M1 ag parental	GPR7 antag	V1aR counter	CHO-K1 Ca antag	OXTR potentiator	CHO-K1 Ca PAM	CHO parental Ca	TAAR1 antagonist	OXTR ag
O=C(COC(=O)c1ccc([N+](=O)[O-])o1)NCCCc1ccccc1	1.2	·	2.3	-8	-3	22	-24	9	1.8
O=C(NCc1ccc2c(c1)OCO2)c1ccc(CS(=O)Cc2ccc(Cl)cc2)o1 (stereo unspecified)	4.8	19	4.3	-14	-10	5	-10	0	4.6
COC(=O)c1c(NC(=O)c2ccccc2C(=O)O)sc2c1CCCC2	-0.3	·	·	9	·	-10	·	-22	·
CC(C)Oc1ccc(C(=O)N(Cc2ccco2)C2CCS(=O)(=O)C2)cc1 (stereo unspecified)	0.6	-4	0.0	-1	7	5	-19	1	1.8
CCc1ccc2oc(C(=O)NCc3ccc(S(N)(=O)=O)cc3)c(C)c2c1	0.8	-2	1.2	-7	-9	11	5	21	-0.1
O=S(=O)(c1cc(F)ccc1F)N1CCN(c2ncccn2)CC1	-0.2	13	·	9	·	5	·	-17	·
COc1ccccc1CSc1nc2ccccc2[nH]1	2.8	-8	-1.4	-11	-2	10	-2	-11	-1.2
CCN(CC)C(=O)Cn1cc(S(=O)(=O)CC(=O)Nc2cc(OC)ccc2OC)c2ccccc21	1.1	-1	-0.8	4	-1	-15	-12	-6	2.6
Cc1ccc(N2C(=O)CCC(C(=O)O)C2c2cccs2)cc1 (stereo unspecified)	0.2	-17	-0.5	-7	-2	-16	-10	6	1.0
CCc1ccccc1NC(=S)Nc1cc(OC)c(NC(=O)C(C)C)cc1OC	0.8	-7	-0.3	22	-9	-25	-9	6	-0.3
Cn1cccc1C(=O)OCC(=O)c1cc2ccccc2o1	-0.1	0	0.1	-8	0	15	-6	25	-0.7
COc1ccc(NC(=O)c2nc(C)c(C3(C)CC(c4ccccc4)=NO3)s2)cc1 (stereo unspecified)	-0.1	·	2.4	-5	-5	0	-13	28	1.2
CCNC(=O)COC(=O)/C=C/c1cccc([N+](=O)[O-])c1	0.5	-4	-0.1	-4	-9	11	-14	18	-0.5
O=C(NNC(=O)c1ccc(S(=O)(=O)N2CCCCC2)cc1)c1ccccc1	1.7	3	0.4	-16	-2	11	2	-5	0.3
CCCCNc1cc(C)nc(N2CCOCC2)n1	0.7	-6	1.4	-10	6	26	-33	-15	0.0
Cc1cc(NC(=O)C(C)N2C(=O)c3ccccc3S2(=O)=O)no1 (stereo unspecified)	1.5	·	-1.3	-2	-6	-6	-13	-15	-1.5
O=C(NCC(c1ccco1)N1CCN(c2ccccc2)CC1)C(=O)NC1CC1 (stereo unspecified)	2.2	·	0.3	-16	1	16	-18	-16	0.4
CN(C)c1ccc(C(=O)OCc2ccccc2)cc1	-0.1	8	-0.9	-10	-16	14	-18	-1	-1.6
CCn1c(COc2cccc(OC)c2)nnc1SCC(=O)NCC1CCCO1 (stereo unspecified)	0.3	25*	0.2	-15	-6	4	9	-12	0.8
CCn1ccnc1CN1CCN(CC=C(C)C)C(CCO)C1 (stereo unspecified)	0.0	-6	1.4	18	-8	-14	-1	-6	0.1

Full records, looked up by structure. Order of screens: M1 ag parental, GPR7 antag, V1aR counter, CHO-K1 Ca antag, OXTR potentiator, CHO-K1 Ca PAM, CHO parental Ca, TAAR1 antagonist, OXTR ag
`CCN(CC)C(=O)Cn1cc(S(=O)(=O)CC(=O)Nc2cc(OC)ccc2OC)c2ccccc21` is listed as 1.1, -1, -0.8, 4, -1, -15, -12, -6, 2.6
`O=S(=O)(c1cc(F)ccc1F)N1CCN(c2ncccn2)CC1` is listed as -0.2, 13, ·, 9, ·, 5, ·, -17, ·
`O=C(NCc1ccc2c(c1)OCO2)c1ccc(CS(=O)Cc2ccc(Cl)cc2)o1` (stereo unspecified) is listed as 4.8, 19, 4.3, -14, -10, 5, -10, 0, 4.6

Further results:
SMILES	M1 ag parental	GPR7 antag	V1aR counter	CHO-K1 Ca antag	OXTR potentiator	CHO-K1 Ca PAM	CHO parental Ca	TAAR1 antagonist	OXTR ag
COc1nsnc1NS(=O)(=O)c1ccc(NC(=S)NC(=O)c2cccnc2)cc1	1.1	-12	1.3	3	2	10	-2	1	0.9
COc1ccc(OC)c(NC(=O)N[C@H](Cc2ccccc2)C(=O)NN)c1	3.4	-10	0.7	-7	-1	11	-18	-32	-0.1
Cn1nnnc1SCC(=O)Nc1cc(S(=O)(=O)N2CCCC2)ccc1Cl	4.5	-7	0.9	-14	-3	19	1	-7	-0.3
O=C(CCC(=O)N1CCCCCC1)NCc1ccc(F)cc1	0.7	-4	-0.1	4	-3	12	-1	-5	-0.8
CN(Cc1cccc(Cl)c1)C(=O)C1CCN(C(=O)Nc2ccccc2)CC1	1.0	·	-0.8	-6	5	24	-4	-2	0.0
Cc1cc(/C=C2\SC(=S)NC2=O)c(C)n1C	2.2	-2	1.9	-16	-2	15	-3	12	2.0
CCOc1cc(/C=N/N2CCN(Cc3ccccc3)CC2)ccc1O	0.3	-10	-0.6	-8	-13	12	-15	-13	-1.5
CCc1cc(C(=O)c2ccc(OC)cc2)c(NC(=O)COCC(=O)O)s1	-1.2	9	0.3	-3	-18	6	10	-34	-0.6
CCCn1c(SCC(=O)Nc2cc(C(=O)O)ccc2C)nc2sc3c(c2c1=O)CCC3	0.4	·	-0.6	-13	4	4	9	-8	0.9
O=C(CNCCC1=CCCCC1)Nc1ccccc1N1CCCCCC1	-0.1	-6	-0.2	-10	-2	26	-30	17	-2.5
CC(C)CCN1CCN(C2CCN(c3ccccc3)CC2)CC1CCO (stereo unspecified)	0.6	0	0.5	-3	2	17	-8	7	0.5
CN1C(C(=O)Nc2cccc(O)c2)=CC(c2cccs2)=NS1(=O)=O	1.4	8	1.6	-10	-5	14	0	18	0.1
Cc1cc(OCC(=O)Nc2ccccc2F)nc(C(C)C)n1	0.5	-5	1.0	-19	1	4	0	-17	-0.1
O=C(NNC(=O)c1ccccc1Cl)c1csc(N2CCOCC2)n1	0.4	·	0.0	7	1	12	-2	-12	1.8
CCOC(=O)/C=C(\C)Sc1cc(=O)oc2ccccc12	-0.2	5	-1.0	-11	-11	12	-13	0	-2.5
CCCC(C)NC(=O)c1ccccc1SC (stereo unspecified)	-0.1	1	0.2	-5	-6	-12	7	-13	-0.7
Cc1nc2ccc(S(=O)(=O)N(C)CC(=O)N3CCc4ccccc43)cc2s1	1.5	1	-0.2	-5	1	17	-24	15	-1.7
Nc1c(S(=O)(=O)c2cccc(Cl)c2)c2nc3ccccc3nc2n1CCN1CCOCC1	0.0	-6	0.1	-2	-3	-6	-15	13	0.8
CCCc1nnc(NC(=O)CCC(=O)N2CCN(Cc3ccccc3)CC2)s1	-0.2	-3	0.3	-15	-3	-2	-37	-1	0.3
O=C1NC(Cc2ccc(O)cc2)c2nc3ccc(F)cc3c(=O)n2-c2cc(Cl)ccc21 (stereo unspecified)	3.9	·	·	2	·	8	·	28	·
CS(=O)(=O)c1ccc(Nc2nc(C(N)Cc3ccc(Cl)cc3)cs2)cc1 (stereo unspecified)	1.8	·	·	0	·	6	·	10	·
COc1ccc(C(C)(C)C)cc1NC(=O)c1ccc2ncsc2c1	0.0	-2	-0.5	-17	-2	-1	-19	9	-1.7
CCOC(=O)CC1COCCN1C(=O)CCc1nnc(-c2ccsc2)o1 (stereo unspecified)	0.3	16	-0.3	4	-7	14	-11	3	-0.3
COc1ccc(C(=O)CN2C(=O)NC3(CCCCCC3)C2=O)c(OC)c1	0.5	·	-0.7	1	13	-22	-29	-17	-1.6
CC(CCc1ccccc1)NC(=O)CN1C(=O)NC2(CCCCC2)C1=O (stereo unspecified)	-0.2	-14	0.2	-13	3	0	-3	-8	-1.1
O=P(c1ccccc1)(c1ccccc1)c1nc(-c2ccccc2)oc1N1CCOCC1	0.1	-9	0.1	15	5	-21	-27	-28	-2.9
CN1c2ccccc2SC2C(c3ccccc3)=NOC21 (stereo unspecified)	0.7	·	·	2	·	14	·	-22	·
Cc1cc(NC(=O)c2cccc(S(=O)(=O)N3c4ccccc4CC3C)c2)no1 (stereo unspecified)	1.9	-7	0.9	-9	-2	7	-9	-16	0.2
O=C(NCCc1ccccc1)C(=O)NCC1OCCCN1S(=O)(=O)c1cc(F)ccc1F (stereo unspecified)	2.4	-18	2.7	-3	-5	-12	-11	-11	0.1
O=C(CN(CC1CCCO1)C(=O)Cn1nnc(-c2ccc(F)cc2)n1)NC1CCCCC1 (stereo unspecified)	1.3	0	-0.3	-14	-4	20	-4	7	0.1
COc1cc(OC)cc(C(=O)NCC(=O)Nc2ccc(-c3ccccc3)cc2)c1	0.9	6	3.3	-10	-8	2	-10	3	1.8
COc1ccc(Cc2c(O)nc(SCC(=O)NC34CC5CC(CC(C5)C3)C4)[nH]c2=O)cc1	0.5&-0.2	-9&-5	-0.8&-0.4	-19&1	1&-5	26&11	-2&-25	-11&8	-2.0&-0.9
COc1ccc(C(=O)N/C(=C\c2cccs2)c2nc3ccccc3[nH]2)cc1OC	1.0	8	2.0	-4	1	6	-15	11	1.3
Cc1cccc(C)c1NC(=O)CNC(=O)CCCN1C(=O)c2cccc3cccc(c23)C1=O	0.0	·	-0.4	-14	6	-5	-26	10	-1.9
Cc1ccc(NC(=O)COc2cccc3c2OC(C)(C)C3)c(O)c1	1.9	·	1.4	-8	3	11	-25	7	1.1
CC(C)C1OC2(C)OC(=N)C1(C#N)C(C#N)(C#N)C2c1ccccc1 (stereo unspecified)	1.5	-3	2.0	-9	-5	14	-2	5	1.6
CSc1ccc(/C=N/Nc2nc(C)cc(=O)[nH]2)cc1	0.0	-6	-0.2	-7	-19	-8	-11	-11	-0.5
COc1ccc(NC(=O)C(NC(=O)CNC(C)=O)c2ccc(C)cc2)cc1 (stereo unspecified)	0.2	0	1.7	-1	-16	12	-8	9	0.5
CN(C)S(=O)(=O)c1ccc(S(=O)(=O)Nc2ccc3c(c2)oc2ccccc23)cc1	4.1	-5	4.7	-4	-11	14	5	-10	8.1
COc1ccccc1C1C(C(=O)c2ccco2)=C(O)C(=O)N1c1cc(C)on1 (stereo unspecified)	0.4	-2	-0.5	-5	-1	5	-9	-49	-0.3
N#Cc1cnn2cc(-c3ncc(C(F)(F)F)cc3Cl)cnc12	2.2	-19	-0.5	-12	-7	14	-4	-6	-0.7
O=C(Cn1ncnn1)OCc1ccccc1Cl	1.1	-3	0.1	-6	-10	10	-7	17	-0.5
COc1cccc(/C=C(\C)C(=O)c2c(C)cc(C)[nH]c2=O)c1OC	0.5	-17	1.2	-5	-7	-9	-6	-3	1.3
